HEK293 viab: GF-AFC viability counterscreen for inhibitors of alpha-synuclein gene (SNCA) expression; HEK-293-SNCA-luc viability, GF-AFC fluorescence, 24 h; Potency, µM (doses to about 57.1 µM), inactives show top-dose activity change, negative = cytotoxicity, most hits filed as cytotoxic; actives 0.12% (n = 150,000); AID 1671193, 2021;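 also: potency is read from the fitted curve at half-maximal effect; 0% = DMSO-treated cells and -100% = medium-only wells without cells; nearly all actives have a fitted effect of over 30% in size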
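HEK-293-SNCA-luc cells (1500/well) plated 24 h, then exposed 24 h to a dilution series; GF-AFC added 30 min at 37C, fluorescence 405/540 nm; normalised to medium-only and DMSO wells, Hill fit.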
FLuc inh: Firefly luciferase inhibition profiling of diverse chemical library using quantitative high-throughput screening | Luciferin 4-monooxygenase (Photinus pyralis), P08659 | purified P. pyralis luciferase, luminescence, biochemical | Potency, µM (titrated, usually from 115 µM), for the others: top-dose activity change, negative = inhibition, hits mostly inhibitors | actives 2.5% (n = 76,000); also: potency is read from the fitted curve at half-maximal effect; nearly all actives have a fitted effect of over 65% in size
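Purified 10nM P. pyralis luciferase with 10uM D-luciferin and 10uM ATP in 50mM Tris acetate pH 7.5, 10mM Mg acetate, 0.01% Tween-20, 0.05% BSA. qHTS titration; luminescence read by CCD imager.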
GPT2 inh: Primary qHTS assay for inhibitors of Glutamate pyruvate transaminase 2 (GPT2); Alanine aminotransferase 2 (Homo sapiens), Q8TD30; Recombinant GPT2, coupled pyruvate oxidase/HRP Amplex Red fluorescence; Potency, µM (titrated, usually from 57.7 µM), inactives show top-dose activity change, negative = inhibition, hits mostly inhibitors; actives 0.25% (n = 100,000); also: potency is read from the fitted curve at half-maximal effect; nearly all actives have a fitted effect of over 60% in size; many of its hits are not listed in these tables
Target sequence (Q8TD30 whole entry, looked up): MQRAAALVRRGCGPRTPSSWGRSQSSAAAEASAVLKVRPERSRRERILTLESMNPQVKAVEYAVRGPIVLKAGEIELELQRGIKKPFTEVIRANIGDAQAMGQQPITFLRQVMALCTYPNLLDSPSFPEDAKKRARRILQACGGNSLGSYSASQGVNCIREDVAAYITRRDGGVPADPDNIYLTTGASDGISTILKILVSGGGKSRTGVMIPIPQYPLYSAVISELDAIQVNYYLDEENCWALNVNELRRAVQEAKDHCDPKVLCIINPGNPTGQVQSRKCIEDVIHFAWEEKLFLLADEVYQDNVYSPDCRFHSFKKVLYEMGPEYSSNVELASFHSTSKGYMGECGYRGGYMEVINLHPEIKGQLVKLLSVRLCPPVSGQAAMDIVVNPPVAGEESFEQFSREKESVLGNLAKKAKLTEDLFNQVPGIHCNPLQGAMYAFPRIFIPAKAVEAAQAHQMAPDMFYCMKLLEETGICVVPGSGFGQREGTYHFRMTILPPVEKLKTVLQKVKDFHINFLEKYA
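Fluorescence of coupled pyruvate oxidase/HRP/Amplex Red system (50uM Amplex, 30 min, dark) reports pyruvate formed by GPT2. Enzyme reaction: 10ng/uL GPT2, 2mM L-alanine, 250uM a-KG, 30 min room temperature, pH 7.5; 50uM AOA control.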
HEK cytotox: Cytotoxic Profiling in HEK 293 Cell Line of Diverse Libraries Using Quantitative High-Throughput Screening. HEK 293 viability, ATP luminescence (CellTiter-Glo), 48-72 h. Potency, µM (series often up to 115 µM), without a hit: at the highest dose activity change, negative = cytotoxicity, hits mostly inhibitors. actives 6.6% (n = 94,000). AID 1345083, 2018; also: potency is read from the fitted curve at half-maximal effect; nearly all actives have a fitted effect of over 60% in size
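Luminescence from cellular ATP, measured with CellTiter-Glo, indicates HEK 293 viability. Cells plated at 250 cells/well are treated with compound for 48 or 72 hr at 37 degree Celsius before reagent addition.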
SNCA expr inh: Primary qHTS assay for inhibitors of alpha-synuclein gene (SNCA) expression; HEK-293 SNCA-luciferase knock-in, luminescence, 24 h; actives 0.17% (n = 140,000); AID 1671194, 2021; Potency, µM (series often up to 57.2 µM), without a hit: at the highest dose activity change, negative = inhibition, actives largely listed as inhibitors;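 also: potency is read from the fitted curve at half-maximal effect; plate controls were DMSO cells for no effect and cell-free wells for full effect; nearly all actives have a fitted effect of over 45% in size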
IP6K1 inh: Primary qHTS assay for small molecule inhibitors of Inositol hexaphosphate kinase 1 (IP6K1). AID 1645851, 2021. IP6K1 kinase, ADP-Glo luminescence, 2 h; stronger effect = lower value. activity change, % (series mostly up to about 58 µM). Inositol hexakisphosphate kinase 1 (Homo sapiens), Q92551. actives 0.81% (n = 140,000); in the data active = activity change below about -25%
Target sequence (Q92551 whole entry, looked up): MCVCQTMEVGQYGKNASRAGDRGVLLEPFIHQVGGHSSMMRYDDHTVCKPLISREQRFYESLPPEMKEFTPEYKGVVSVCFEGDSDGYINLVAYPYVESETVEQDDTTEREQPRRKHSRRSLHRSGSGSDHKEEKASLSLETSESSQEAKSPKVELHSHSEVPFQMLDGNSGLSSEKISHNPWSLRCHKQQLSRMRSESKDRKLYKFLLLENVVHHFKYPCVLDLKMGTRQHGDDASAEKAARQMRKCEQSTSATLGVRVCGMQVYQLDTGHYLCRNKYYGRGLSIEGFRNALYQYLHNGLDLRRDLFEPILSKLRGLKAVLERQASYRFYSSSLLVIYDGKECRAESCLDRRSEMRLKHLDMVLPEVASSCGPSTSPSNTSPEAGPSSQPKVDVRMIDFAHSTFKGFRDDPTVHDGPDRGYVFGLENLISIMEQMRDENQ
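ADP-Glo luminescence measures ADP made by human IP6K1 during a 2 h RT reaction with ATP/IP6 (mix at 1.3 mM/130 uM); top library doses 57.5 and 19.1 uM final.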
NIH3T3 tox: Cytotoxic Profiling in NIH 3T3 Cell Line of Diverse Libraries Using Quantitative High-Throughput Screening; AID 1345082, 2018; Potency, µM (top dose mostly 96.7 µM), for the others: at the highest dose activity change, negative = cytotoxicity, hits mostly inhibitors; NIH 3T3 viability, CellTiter-Glo ATP luminescence, 48-72 h; actives 4.3% (n = 94,000); also: potency is read from the fitted curve at half-maximal effect; nearly all actives have a fitted effect of over 55% in size
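ATP-dependent luminescence (CellTiter-Glo) served as the viability signal for NIH 3T3 cells treated with compound for 48 or 72 hr at 37 °C.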
Active calls of the source: *; i = inactive; ? = inconclusive; nt = not tested or not shown; & = joins results of further samples; [ ] = remark or other dose. Unless noted, calls follow the shape of the dose curve; as a rule, active = well fitted curve in the direction sought with a large enough effect; inconclusive = small, poorly fitted or top-dose-only effect, or another doubt; inactive = no such curve, though single readings can be large; an effect the other way counts as inactive or inconclusive. Unless noted, % is scaled to controls: 0 for no effect and ±100 for the full control effect.

SMILES | HEK293 viab | FLuc inh | GPT2 inh | HEK cytotox | SNCA expr inh | IP6K1 inh | NIH3T3 tox
C[C@@H]1[C@H](O)[C@@H](C)C=CC=CCCC=CC=CC=CC=C[C@H](O[C@H]2O[C@@H](C)[C@H](O)[C@@H](N)[C@@H]2O)CC2O[C@](O)(C[C@@H](O)[C@H](O)CC[C@@H](O)C[C@@H](O)C[C@@H](O)CC(=O)O[C@H]1C)C[C@H](O)[C@H]2C(=O)O | -6.3% | nt | -0.1% | nt | 1.6% | nt | nt
CC1=NN=C(c2ccc(N)cc2)c2cc3c(cc2C1)OCO3 | 1.3%&-1.9% | nt | -20.8% | nt | ? | nt | nt
O=C(Nc1ccccc1)N1C[C@@H]2C[C@H](C1)c1c(-c3cccs3)ccc(=O)n1C2 | -0.1%[87.6 µM] | ? | 2.6%[88.5 µM] | -0.8%[172 µM] | 87.8%[activator][87.6 µM] | 2.4 | -9.0%[174 µM]
C=C1[C@@H](C)C2[C@H](Cc3ccccc3)NC(=O)[C@@]23C(/C=C/C[C@H](C)C[C@@](C)(O)/C=C/[C@@H]3OC(C)=O)[C@@H]1O (stereo partly drawn) | -22.9% | nt | i | nt | nt | -0.8 | nt
COc1ccc([C@@H]2CN(C(=O)C(=O)c3ccco3)[C@@H]3C4CCN(CC4)[C@@H]32)cc1 | 2.1% | 4.2% | 2.0% | -4.2% | 9.1% | 3.9 | -18.3%
CCC1NC(=O)C2C(Cl)C(Cl)CN2C(=O)C(C(C)O)NC(=O)CC(c2ccccc2)NC(=O)C(CO)NC1=O (stereo not drawn) | 0.3%[23.9 µM] | nt | 0.4%[17.1 µM] | nt | nt | 16.5 | nt
CO[C@]12CC[C@@]3(C[C@@H]1[C@](C)(O)C(C)(C)C)[C@@H]1Cc4ccc(O)c5c4[C@@]3(CCN1CC1CC1)[C@H]2O5 | ? | nt | -2.8%[88.5 µM] | nt | 11.2% | 0.1 | nt
CC(C)(O)[C@@H]1C2OC(=O)[C@@H]1[C@]1(O)C[C@H]3O[C@]34C(=O)O[C@H]2[C@]14C (tested in a mixture with another compound) | -0.2% | nt | ? | nt | -7.0% | nt | nt
CC(N)Cc1c[nH]c2ccccc12 (stereo not drawn) | 3.0% | nt | -10.5% | nt | nt | 11.0 | nt
N#Cc1ccccc1S(=O)(=O)N1C[C@@H]2C[C@H](C1)c1ccc(-c3ccc(Cl)cc3)c(=O)n1C2 | -10.2% | -3.7% | 0.6% | ? | -4.2% | -9.3 | ?
CCN1CCN(c2ccc(Cl)nn2)C(=O)C1 | -2.4%[87.6 µM] | -2.9%[172 µM] | ? | i | -0.6%[87.6 µM] | 23.5 | -6.1%[138 µM]
COc1ccc(C)cc1NC(=O)c1cccn(Cc2cccc([N+](=O)[O-])c2)c1=O | 9.2% | nt | nt | nt | 30.3% | 57.5 | nt
O=C(O)CN1CCC[C@]2(C(=O)O)CN(Cc3ccncc3)CC[C@@H]12 | 4.7% | -11.3% | ? | -1.2% | 44.5%[activator] | 18.5 | -4.3%
Cn1ncnc1COc1nn2c(-c3c(F)cccc3F)nnc2cc1C1CCC1 | 9.9% | nt | -4.4% | nt | nt | -0.8 | nt
COc1ccccc1-c1cc([C@H]2CN3CC[C@H]2C[C@@H]3CNS(C)(=O)=O)n(C)n1 | 2.9%[87.6 µM] | 0.7%[172 µM] | -4.1%[88.5 µM] | i | 13.0%[87.6 µM] | 3.4 | -13.1%[174 µM]
Cc1cccc(-c2nn3c(=O)cc(CN4CCN(C(=O)COc5ccc(Cl)cc5)CC4)nc3s2)c1 | 5.1% | nt | nt | nt | 4.9% | 17.5 | nt
CCCCC/C=C\C/C=C\C/C=C\C/C=C\CCCC(=O)NCC(=O)O | -0.4% | nt | 0.6% | nt | -3.6% | -7.2 | nt
COCCN1C(=O)N(C)C(=O)C12CCN(Cc1c(C)noc1C)C2 (stereo not drawn) | -1.8% | nt | 2.4% | -5.3% | 20.5% | 21.5 | -26.2%
Cc1ccc([C@H]2C[C@@H](O)[C@@H](O)[C@@H]2NCC(C)C)cc1 | -4.7%[87.6 µM] | 0.5%[230 µM] | -10.9%[88.5 µM] | -33.9%[230 µM] | 3.0%[87.6 µM] | 9.4 | -23.4%[230 µM]
CC(C)(C)CC(=O)N1C[C@@H]2C[C@H](C1)c1ccc(NC(=O)Nc3cccc(F)c3)c(=O)n1C2 | -2.8% | 14.1µM* | ? | ? | 62.0%[activator] | -14.1 | ?
C[C@@H]1CN(C2CCC(C#N)(c3ccc(F)cc3)CC2)CC[C@]1(C(=O)O)c1ccccc1 (stereo partly drawn) | -20.3%[23.9 µM] | nt | 3.9% | nt | -34.0%[25.6 µM] | -3.5 | nt
CC[C@@H]1C[C@H]2CC[C@H](O2)[C@H](C)C(=O)O[C@@H](C)C[C@@H]2CC[C@@H](O2)[C@@H](C)C(=O)O[C@H](C)C[C@H]2CC[C@H](O2)[C@H](C)C(=O)O[C@@H](C)C[C@@H]2CC[C@@H](O2)[C@@H](C)C(=O)O1 | ? | nt | ? | nt | nt | 8.9 | nt
CN(CCc1ccccn1)C[C@H]1CN2CC[C@H]1C[C@@H]2CNC(=O)c1ccccc1 | 4.1%[87.6 µM] | -2.4%[172 µM] | -5.5%[88.5 µM] | -30.0%[172 µM] | 6.0%[87.6 µM] | -2.7 | -25.0%[174 µM]
CCC(CC)c1cc([C@H]2CN3CC[C@H]2C[C@@H]3CNC(=O)c2ccccc2)nc(-c2ccncc2)n1 | -13.0% | -12.5% | ? | ? | -1.2% | 1.4 | -43.1%

Quoted from the listing:
Under FLuc inh, O=C(O)CN1CCC[C@]2(C(=O)O)CN(Cc3ccncc3)CC[C@@H]12 has the entry -11.3%
Under IP6K1 inh, CC(N)Cc1c[nH]c2ccccc12 (stereo not drawn) has the entry 11.0

Following part
SMILES | HEK293 viab | FLuc inh | GPT2 inh | HEK cytotox | SNCA expr inh | IP6K1 inh | NIH3T3 tox
N[C@@H](Cn1ccc(=O)[nH]c1=O)C(=O)O | 6.3% | nt | i | nt | -1.2% | nt | nt
Cc1nc(-c2ccco2)cc([C@H]2CN3CC[C@H]2C[C@@H]3CNS(C)(=O)=O)n1 | -3.1%[87.6 µM] | -0.2%[172 µM] | i | i | -10.0%[87.6 µM] | -0.2 | i
Cc1ccc(C(=O)N2CCC3(CC2)c2nccn2-c2ccccc2CN3C)cc1C | -4.1% | 0.4% | i | ? | 8.8% | 8.6 | -2.8%
Cc1ccc(-n2nc(C)c3c2NC(=O)CSC3c2ccc(O)cc2)cc1Cl (stereo not drawn) | -22.6% | nt | nt | nt | 41.6%[activator] | -7.7 | nt
CCCS(=O)(=O)Nc1ccc(=O)n2c1[C@@H]1C[C@@H](CN(C(=O)c3ccc(OC)cc3)C1)C2 | 2.3% | 4.9% | -10.6% | i | 9.8% | 4.6 | 0.1%
O=[N+]([O-])c1c2ccccc2cc2ccccc12 | 34.0% | nt | -0.4%[88.5 µM] | nt | 22.6% | -9.2 | nt
NCc1cc(=O)[nH]o1 | 3.7% | nt | -3.3% | nt | 2.5% | nt | nt
COc1cc2c(cc1OCc1ccccc1)N(C(=O)c1cc3ccccc3[nH]1)CC21CCN(C)CC1 | ? | 0.8% | -3.0% | 20µM* | ? | -9.3 | 22.4µM*
CCN(CC)C[C@H]1CN2CC[C@H]1C[C@@H]2CNC(=O)Nc1cccc(SC)c1 | -21.7%[87.6 µM] | -25.1%[172 µM] | 1.1%[88.5 µM] | 50.1µM* | 10.4%[87.6 µM] | -5.1 | 39.8µM*
Cc1nc(-c2ccccc2)cc([C@H]2CN3CC[C@H]2C[C@@H]3CNS(=O)(=O)Cc2ccccc2)n1 | -4.2% | -5.7% | i | 79.4µM* | 2.2% | -4.0 | 79.4µM*
COc1cc2c(cc1OCC1CC1)NC(=O)C21CCN(C(=O)C2CCC2)CC1 | 3.1%[87.6 µM] | -1.7%[172 µM] | i | ? | -9.8%[87.6 µM] | -20.4 | ?
CCCNC(=O)OC[C@H]1C[C@@H]2CCN1C[C@@H]2c1cc(-c2ccccc2OC)nn1C | -7.6%[87.6 µM] | -1.1%[172 µM] | i | ? | -21.2%[87.6 µM] | -5.9 | ?
CC1(C)C(C=C(Cl)Cl)C1C(=O)OC(C#N)c1cccc(Oc2ccccc2)c1 (stereo not drawn) | 2.1%[23.9 µM] | nt | -0.6% | nt | -39.8%[25.6 µM] | 2.6 | nt
Cc1ncc2c(n1)C[C@@H]1CC[C@H]2N1C(=O)NC(C)(C)C | 0.4% | 6.5% | -15.8% | ? | -5.7% | 6.1 | ?
COC[C@H]1CCCN1C[C@H]1CN2CC[C@H]1C[C@@H]2CNC(=O)Nc1ccsc1 | -15.8%[87.6 µM] | -5.5%[172 µM] | -12.4%[88.5 µM] | ? | 23.0%[87.6 µM] | 12.5 | ?
COc1cc2c(cc1Oc1ccccc1)NC(=O)C21CCN(C(=O)c2ccccc2)CC1 | ? | -5.1%[172 µM] | 2.2%[88.5 µM] | ? | ? | -9.7 | ?
N#Cc1cccc(-c2ccc3n(c2=O)C[C@H]2C[C@@H]3CN(C(=O)CSCC(=O)O)C2)c1 | 4.5%[87.6 µM] | 0.4%[172 µM] | i | 1.6%[172 µM] | -9.3%[87.6 µM] | -10.8 | 2.8%[174 µM]
COc1ccc(C(=O)N2CCC3(CC2)c2nccn2-c2ccccc2CN3C)cc1 | 2.2% | -0.7% | i | -3.3% | -10.6% | 22.6 | i
O=C(O)COc1nc(Cl)c(Cl)cc1Cl | ? | nt | 0.8%[88.5 µM] | nt | -7.6% | 22.4 | nt
CC(C)CN1Cc2ccccc2-n2ccnc2C12CCN(C(=O)c1ccccn1)CC2 | -5.7% | 0.8% | -5.0% | ? | 2.9% | 14.0 | -15.2%
C/C=C(\C)C(O)C(C)/C=C(C)/C=C/C/C(C)=C/Cc1nc(OC)c(OC)c(O[C@@H]2O[C@@H](C)[C@H](O)[C@@H](O)[C@H]2O)c1C (stereo partly drawn) | -25.0%[23.9 µM] | nt | -8.9%[27.3 µM] | nt | nt | -8.4 | nt
CC[C@H]1CN2CC[C@H]1C[C@@H]2CNC(=O)Nc1ccc(Oc2ccccc2)cc1 | -26.2%[87.6 µM] | 0.0%[172 µM] | ? | 25.1µM* | ? | -2.8 | 28.2µM*
COc1ccc(N2CC3CCC(C2)N3CC(F)(F)F)cn1 | -0.3% | nt | i | 3.6% | -8.9% | -6.1 | i

Screening results deposited in PubChem by National Center for Advancing Translational Sciences (NCATS).

This is a subset; rates above refer to the full screens.
